# UPR CHOP act: apoptotic UPR (CHOP) activation | CHO-CHOP luciferase reporter, luminescence; percent of tunicamycin response over DMSO baseline | activation, % at 10 µM | hit rate 0.34% among 330,000 | AID 449763;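 active means at 10 µM dose, activation of 40% or more, normalized to positive control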;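 further: 100% = tunicamycin at 10 µg/mL and 0% = DMSO alone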
#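 Dosing – one dose, 10 µM in 0.5% DMSO · System – CHO-CHOP cells, stable luciferase reporter of PERK-eIF2a-CHOP signalling · Input – 500 cells/well · Control set – tunicamycin 10 µg/mL final as positive, DMSO-only wells as negative · Timing – 6 h compound treatment, 37 °C · Measure – % activation vs tunicamycin · Technique – luminescence read with Steady-Glo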
# Mdm2 MdmX PPI: disrupts the human Mdm2-MdmX interaction. O15151+Q00987. inhibition, % at 8 µM. SaOS-2 split-luciferase Mdm2/MdmX complementation, luminescence. hit rate 3% among 330,000;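 active means inhibition of at least 50% at 8 µM in the primary screen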
# NLRP3 yeast inh: inhibitors of NALP3 inflammasome in yeast; inhibition, % at 10 µM; Yeast reconstituted NLRP3/ASC/caspase-1, beta-gal luminescence, 24 h; hit rate 0.39% among 330,000;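 active means inhibition of 50% or more; inactive means inhibition below 50%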;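 further: plate controls were induced DMSO wells for no effect and uninduced yeast grown without galactose for full effect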
# tim23-1 inh: growth inhibitors of tim23-1 mutant yeast | hit rate 1.3% among 330,000 | S. cerevisiae tim23-1 growth, BacTiter-Glo luminescence, 24 h | inhibition, % at 20 µM;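 active means growth inhibition of the mutant yeast at or above 50%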;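 further: temperature-sensitive mutant grown at 25 °C; plate controls were DMSO-treated mutant yeast for no effect and medium wells lacking yeast for full effect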
# APJ ag: activates the human apelin receptor APJ | activation, % at 20 µM | AID 2520 | hit rate 0.11% among 330,000 | P35414 | CHO-K1 APJ PathHunter beta-arrestin, luminescence; 0% DMSO wells, 100% apelin;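 active means activation more than six SD over the plate average, tested at 20 µM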;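 further: 0% = DMSO alone and 100% = apelin-13 at 10 nM; some results filed as inactive read as strong as hits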
# Target sequence (P35414 whole entry, looked up): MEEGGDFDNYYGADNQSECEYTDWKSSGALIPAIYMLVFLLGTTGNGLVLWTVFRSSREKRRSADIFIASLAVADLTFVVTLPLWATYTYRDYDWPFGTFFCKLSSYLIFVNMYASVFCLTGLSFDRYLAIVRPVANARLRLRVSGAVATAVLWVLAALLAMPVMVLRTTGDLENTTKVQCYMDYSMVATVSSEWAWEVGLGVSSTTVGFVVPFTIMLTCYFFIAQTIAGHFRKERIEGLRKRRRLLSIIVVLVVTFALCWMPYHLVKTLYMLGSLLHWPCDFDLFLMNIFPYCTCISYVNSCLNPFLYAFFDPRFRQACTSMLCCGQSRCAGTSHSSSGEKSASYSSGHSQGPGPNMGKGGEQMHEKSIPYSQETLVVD
#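 Assay system: engineered CHO-K1 APJ arrestin reporter cells; Amount: 1000 CHO-K1 reporter cells seeded per well; Dosing: one dose, 20 µM compound, 1% DMSO; Times: compound stimulation 90 min at 25 °C, detection 60 min; Measured by: luminescent beta-gal fragment complementation, chemiluminescent substrate; Read-out: APJ–arrestin association signal; Controls: DMSO vs Apelin-13 10 nM.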
# GRIN3A LBD mod: modulators (binders) of human NR3A ligand-binding domain | NR3A LBD differential scanning fluorimetry, Tm shift; 0% = protein alone, 100% = glycine-bound protein | Tm shift relative to glycine control, % at 25 µM | hit rate 2.5% among 340,000 | AID 1259313;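 active means melting temperature shift of at least 10% of the positive control shift, at one fixed dose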
# TIM10 inh: growth inhibitors of TIM10 yeast strain; S. cerevisiae TIM10 strain growth, BacTiter-Glo luminescence, 24 h; inhibition, % at 10 µM; hit rate 1.4% among 330,000;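 active means inhibition of 40% or more at the single tested concentration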;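 further: wild-type TIM10 isogenic control strain grown at permissive 25 °C; 0% = DMSO yeast wells and 100% = minimal medium wells without yeast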
# XBP1 UPR activ: activators of adaptive arm of unfolded protein response (XBP1). CHO-XBP1 luciferase reporter, IRE1-XBP1 UPR activation, luminescence; percent of tunicamycin response, DMSO as zero. activation, % at 20 µM. hit rate 0.33% among 330,000;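 active means versus positive control, 20 µM dose yields 30% or more activation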;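 further: 100% = tunicamycin at 10 µg/mL and 0% = DMSO only wells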
#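 assay system = CHO-XBP1 luciferase reporter cells | amount = 1000 cells/well | buffer or medium = F12 plus 10% FBS | compound dosing = single point, 20 µM final compound, 1% DMSO | incubation = 16-18 h cell attachment at 37 °C, then 6 h compound exposure | detection = Steady-Glo luminescence read | controls = tunicamycin 10 µg/mL and vehicle-only wells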
# tim10-1 inh: tim10-1 yeast growth inhibition | S. cerevisiae tim10-1 ts strain growth, BacTiter-Glo, 24 h | AID 463190 | hit rate 2.2% among 330,000 | inhibition, % at 20 µM;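 active means inhibition of at least 40%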;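 further: mutant grown at 25 °C; 0% = DMSO wells with yeast and 100% = wells holding no yeast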
# Starred values were filed as active, the others as inactive.
compound	TIM10 inh	NLRP3 yeast inh	tim23-1 inh	Mdm2 MdmX PPI	APJ ag	XBP1 UPR activ	GRIN3A LBD mod	tim10-1 inh	UPR CHOP act
COc1ccc(NC(=O)c2cc(-c3ccccc3Cl)no2)cc1	1	6	6	-1	0	11	4	-13	2.0
Cc1ccccc1C(=O)NC(CC(C)C)C(=O)OCC(=O)c1c(N)n(C)c(=O)n(C)c1=O (stereo not given)	5	11	-1	-18	-3	1	-2	12	0.4
O=C(O)CCN1C(=O)CC(N2C(=O)/C(=C/c3ccc(Cl)cc3)SC2=S)C1=O (stereo not given)	8	3	5	19	0	1	1	9	1.3
Cc1cccc(NC(=O)COC(=O)Cc2cccs2)c1C	4	17	2	6	3	0	0	2	0.1
CSc1ccc(C(=O)C2CCCN(C(=O)Cn3cnnn3)C2)cc1 (stereo not given)	0	18	12	13	-7	-1	3	9	0.9
COCCNC(=O)C(c1ccc(C)cc1)N(CCOC)C(=O)CCC(=O)Nc1nccs1 (stereo not given)	2	8	12	3	2	0	0	9	0.0
COc1ccc(-c2noc(CCC(=O)NC3CCCCC3)n2)cc1OC	6	27	17	-13	-2	2	1	1	0.0
CCc1ccc(S(=O)(=O)Nc2cccc(C3OCCCO3)c2)cc1	2	2	9	6	-1	0	-1	16	-2.6
CC(=O)c1sc(NC(=O)C2COc3ccccc3O2)nc1C (stereo not given)	12	13	33	-12	2	-8	-1	34	-6.8
COc1ccc(OC)c(C(=O)NC(CC(N)=O)c2ccc(NCCN3CCOCC3)c([N+](=O)[O-])c2)c1 (stereo not given)	3	16	22	12	-4	1	0	-6	1.7
COC(=O)C1(c2ccccc2)NC(c2ccc(O)cc2)C2C(=O)N(c3ccc4c(c3)OCO4)C(=O)C21 (stereo not given)	10	10	15	-42	-3	-3	-1	7	-1.2
O=[N+]([O-])c1cc(-c2cnc3ccccc3n2)ccc1Cl	13	35	14	21	-2	-5	1	5	1.3
NC(=O)CC1NC(=O)c2cc([N+](=O)[O-])cc(I)c2OCCC(C(N)=O)NC(=O)[C@@H]2CCCN2C1=O (stereo not given in full)	11	5	23	8	-4	1	-1	18	-0.6
O=C(CN1CCc2ccccc2C1)Nc1cc(S(=O)(=O)N2CCOCC2)ccc1N1CCCC1	21	7	22	-1	0	-3	2	17	1.0
O=C(NC1CCCc2ccccc21)C1CCN(S(=O)(=O)c2cccc3nonc23)CC1 (stereo not given)	-8	17	-10	11	0	-3	1	-13	1.7
CCc1ccc(-c2nc(CS(=O)CC(=O)NC3CCCCCC3)c(C)o2)cc1 (stereo not given)	18	-7	28	2	-4	1	0	25	1.8
Cc1ccc(C(=O)Cn2cncn2)cc1	-18	17	12	1	2	1	1	-13	0.2
O=C(Cn1cc(S(=O)(=O)Cc2ccccc2)c2ccccc21)Nc1ccccc1	4	6	8	0	0	-1	-20	2	-1.7
Cc1ccc(Cl)c2c1NC(=O)C2=O	1	20	15	3	-3	0	-1	13	-0.1
Cc1ccsc1C(=O)N(C)CC(=O)N(CC(C)C)c1c(N)n(CC(C)C)c(=O)[nH]c1=O	-5	18	1	5	8	4	7	13	-0.4

# Next part, overlapping the part above by three compounds.
compound	TIM10 inh	NLRP3 yeast inh	tim23-1 inh	Mdm2 MdmX PPI	APJ ag	XBP1 UPR activ	GRIN3A LBD mod	tim10-1 inh	UPR CHOP act
O=C(Cn1cc(S(=O)(=O)Cc2ccccc2)c2ccccc21)Nc1ccccc1	4	6	8	0	0	-1	-20	2	-1.7
Cc1ccc(Cl)c2c1NC(=O)C2=O	1	20	15	3	-3	0	-1	13	-0.1
Cc1ccsc1C(=O)N(C)CC(=O)N(CC(C)C)c1c(N)n(CC(C)C)c(=O)[nH]c1=O	-5	18	1	5	8	4	7	13	-0.4
Cc1cccc2c1ncc1c(=O)n(-c3ccccc3)[nH]c12	15	20	1	-96	-2	2	0	0	9.4
NS(=O)(=O)c1ccc(NC(=S)N2CCN(Cc3ccc4c(c3)OCO4)CC2)cc1	9	7	1	14	-2	3	-1	-3	0.4
Cc1cccc(NC(=O)C2=C(O)c3ccccc3N(C)S2(=O)=O)c1	2	10	12	11	-1	-1	-3	5	0.0
Cc1ccccc1C(=O)Nc1ccc(N(C)C)c2ccccc12	3	13	25	1	-3	-1	-3	-8	3.7
COc1ccc(OC)c(C2C(C(=O)O)c3ccccc3C(=O)N2C)c1 (stereo not given)	-10	-5	2	14	-1	0	0	14	-0.3
COc1ccccc1NC(=O)COC(=O)C1CCN(/C=C/C(=O)C(F)(F)F)CC1	-1	4	5	-15	-2	1	-1	2	-0.9
CCCCN(CCCC)C(=O)c1cn(CC)c2cc(N3CCN(C)CC3)c(F)cc2c1=O	13	-6	-1	-20	-2	0	1	9	1.5
Cc1cc(NCCCn2ccnc2)n2nc(-c3ccc(Cl)cc3)cc2n1	13	12	24	4	-1	3	-3	23	2.9
C/C(=N\OCc1ccccc1C#N)c1cc2ccccc2o1	-9	20	22	-18	0	1	1	28	2.7
CCOc1cc(C(C(=O)NCC2CCCO2)N(C(=O)Cn2nnc3ccccc32)c2ccc(NC(C)=O)cc2)ccc1O (stereo not given)	7	4	-1	20	-3	-2	0	3	-0.9
COc1ccc(S(=O)(=O)N2CCC(NC(=O)Nc3ccc(C)cc3)CC2)cc1	23	-1	17	8	-1	-4	-4	37	-2.0
CCN(CC)Cc1ccccn1	9	-1	8	-1	-2	-4	0	3	-1.8
CCCCN(CC)Cc1ccc(CNC(=O)Nc2ccccc2)o1	-4	-10	1	-18	-6	2	-2	-1	-1.8
CCN(CC)S(=O)(=O)c1ccc(C(=O)OCC(=O)N2CCOCC2)cc1	3	9	9	-17	-1	6	-1	-17	1.3
Cc1ccc(OCc2cc(C(=O)N3CCC(C(O)C(C)C)CC3)no2)cc1C (stereo not given)	29	9	37	-15	-9	0	-1	28	3.2
COc1ccc(S(=O)(=O)NCCCN2CCOCC2)cc1F	-9	22	7	5	-1	-5	-2	3	0.5
CCCN1C(=O)/C(=C/c2cc(C)n(C)c2C)SC1=Nc1ccc(OCC)cc1	3	10	6	31	0	2	-2	-6	-0.3
Cc1cccc(OC(C)C(=O)Nc2cc(S(=O)(=O)N3CCCCC3)ccc2C)c1 (stereo not given)	15	5	33	-11	-5	-1	1	23	-0.4
O=C(O)CCC1(C(=O)O)OCCc2ccccc21 (stereo not given)	2	24	-6	16	-2	2	-1	2	2.5
CC(=O)Cn1ncc(N2CCOCC2)c(Cl)c1=O	2	0	8	4	1	-3	3	1	4.6
COc1ccc(CCNC(=O)c2nn(C)c3c2CS(=O)(=O)c2ccccc2-3)c(OC)c1	9	21	23	20	-2	-6	0	29	1.1
Cc1cccc(CN2CCSCC2)c1	0	25	-1	3	-5	-3	-1	-16	-0.1
C#Cc1cccc(NC(=O)c2ccc(Cl)cc2Cl)c1	59*	-1	68*	-88	-3	1	-16	53*	8.8
Cc1ccc(C(=O)Nc2ccccc2C(=O)NCc2ccco2)cc1	25	-9	40	-18	0	-4	-6	22	2.0
Cc1ccc(CCNC(=O)C2CCCN(c3ncnc4c3nc3n4CCCCC3)C2)cc1 (stereo not given)	32	-9	27	14	2	-2	0	25	4.2
Cc1ccc(S(=O)(=O)N2CCOCC2)cc1C(=O)N1CCN(S(=O)(=O)c2cccc(F)c2)CC1	13	5	-2	16	-5	0	-1	-5	1.2
CCOC(=O)Cc1csc(NC(=O)CCC(=O)O)n1	-8	-1	1	15	0	0	-1	-10	6.1
CCOC(=O)c1c(NS(=O)(=O)c2cccc(OC)c2)sc2c1CCC2	20	-4	38	6	-4	1	-7	16	-1.7
Cc1ncc([N+](=O)[O-])n1CCOC(=O)c1cc(Cl)cc(Cl)c1N	8	10	28	6	2	1	-2	16	1.7
CCOC(=O)c1c(/N=C/c2ccc(OC)cc2O)sc2c1CCN(C)C2	-5	-10	17	49	2	3	0	-5	5.3
CC(C)Cn1c(=O)c(C(=O)NCc2ccccn2)c(O)c2ccccc21	16	15	42	42	3	2	3	14	-0.4
O=C(Nc1ccc(CN2CCS(=O)(=O)CC2)cc1)c1ccc(F)cc1	-15	-9	1	-36	4	1	2	-2	-2.0
CSc1ccc(CN2CCC(n3nccc3NC(=O)C3CCOC3)CC2)cc1 (stereo not given)	-6	-11	-7	21	-5	-1	2	-20	-1.0
O=C(NCc1cc(F)ccc1F)C1CCC(=O)N(C2CCCCCC2)C1 (stereo not given)	-7	-4	-2	-27	-3	-3	-2	7	7.4
CC(C)(C)n1c(=O)[nH]c2c(c1=O)CCC2	3	-4	9	-14	1	-2	-1	-4	0.5
CC(C)[C@H](NC(=O)OCc1ccccc1)C(=O)OCC(=O)NCCc1ccccc1	15	3	20	30	10	-3	2	22	-1.0
CCC(=O)Nc1nc(CC(=O)Nc2ccccc2OC)cs1	-2	7	4	2	-4	1	1	8	0.6
COc1ccc(CC(=O)Nc2ccc(-c3noc(-c4ccc(Cl)cc4)n3)cc2)cc1	-5	9	1	91*	0	76*	0	8	79*
Nc1ccc(C(=O)OCCCc2nc3cc4ccccc4cc3[nH]2)cc1	-3	1	-30	65*	-5	1	-8	-9	1.3
Cc1nc2cc(NC(=O)NCc3ccco3)ccc2n1C	9	2	9	15	0	-2	-15	0	3.1
CN1CCN(NC(=O)c2ccc(S(=O)(=O)N3CC4(C)CC3CC(C)(C)C4)cc2)CC1 (stereo not given)	0	6	5	8	-2	3	-1	-9	-1.7
CC(C)OP(=O)(OC(C)C)C(Nc1ccccc1)c1cccnc1 (stereo not given)	20	1	24	11	-2	-1	1	16	-0.3
CSc1nnc(Cn2c(=O)sc3ccccc32)n1CCc1ccccc1	8	-7	28	21	-4	1	0	32	0.8
COc1cc(NC(=O)c2cc3cccc(OC)c3o2)cc(C(=O)Nc2cccc(C(F)(F)F)c2)c1	5	7	5	59*	7	1	12*	15	-1.8
COc1ccc(S(N)(=O)=O)cc1C(=O)OCC1CCCCC1	-9	12	20	27	0	1	3	15	0.5
CN1CCN(CC(O)COc2ccc(Cl)cc2)CC1 (stereo not given)	3	8	11	14	-4	0	-2	11	-0.7
O=C(CCC1CCCC1)N=C1SC2CS(=O)(=O)CC2N1Cc1ccccc1 (stereo not given)	-20	10	-1	27	-2	-3	0	5	1.5
CC(C)C(NS(=O)(=O)c1cccc2nsnc12)C(=O)N1CCc2ccccc2C1 (stereo not given)	30	4	15	21	-4	0	-1	31	-2.6
O=C(CSCCO)Nc1cc(C(F)(F)F)ccc1Cl	-7	4	-2	8	-1	0	-9	-5	-0.1

# Bioassay records deposited in PubChem by Sanford-Burnham Center for Chemical Genomics.
